# From PubChem BioAssay
# aSyn tox rescue – rescues yeast growth from alpha-synuclein toxicity; Potency, µM (doses to about 46.1 µM), for inactives: at the highest dose growth rescue (activation), hits mostly activators; S. cerevisiae alpha-synuclein toxicity rescue, BacTiter-Glo growth, 24 h; hit rate 0.02% among 94,000; active = well fitted activation curve with a large enough effect; note: 0% is about no effect
#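 Growth restoration measured by BacTiter-Glo luminescence after 24 hr at 30 deg C; alpha-synuclein yeast, raffinose-pregrown to mid-log, were added at OD600=0.02 in galactose medium onto pinned compounds.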
# Active calls of the source: *. Potency is the fitted concentration of half-maximal effect. Some of the compounds tested; count on the stated rates, not on these rows.
Molecule | aSyn tox rescue
CC(CN1CC(=O)NC(=O)C1)N1CC(=O)NC(=O)C1 (configuration not stated) | 4.9%
NC(=O)c1ccc(NC(=O)CCC(=O)c2cccs2)cc1 | 0.2%
COc1ccc(Br)cc1CN(C)CC(=O)NCCc1ccccc1 | -6.9%
CCCc1cc(=O)n2[nH]c(NCc3ccc(CC)cc3)nc2n1 | -1.2%
COc1cccc(-n2c(SCC(=O)NCc3ccco3)nnc2-c2c[nH]c3ccccc23)c1 | 1.9%
Cc1ccc2c(C)c(C(=O)NCc3ccc(S(N)(=O)=O)cc3)oc2c1C | -1.0%
COc1cccc2cc(-c3nc(Cl)c4c5c(sc4n3)CC(C)CC5)c(=O)oc12 (configuration not stated) | 1.5%
CC(=O)c1cc(-c2ccccc2)n(CC(=O)Nc2ccc(C)cc2C)c1C | -1.3%
Cc1ccc(NS(=O)(=O)c2cc(-c3cc(C)no3)ccc2C)c(Cl)c1 | -2.2%
O=C(CSc1nnc(-c2ccccc2)c(-c2ccccc2)n1)NC1CCCCC1 | 7.2%
O=C(NCc1ccco1)C(=O)NCC1OCCN1S(=O)(=O)c1ccccc1 (configuration not stated) | 3.6%
CC(OC(=O)c1cc(Br)ccc1O)C(=O)NC1(C#N)CCCCC1 (configuration not stated) | -2.4%
O=C(NNc1c2ccccc2nc2ccccc12)C(O)c1ccccc1 (configuration not stated) | 0.2%
Cc1ccc2nc(CC(O)(c3ccccc3)c3ccccc3)ccc2c1 | 4.7%
O=C(CSc1nc(=O)n2ccccc2n1)NCCc1ccccc1 | 4.3%
N#C/C(=N\Nc1ccc(S(=O)(=O)N2CCCCCC2)cc1)C(N)=S | -2.3%
COC(=O)C1=C(C(=O)OC)C2C=CC1C1C(OC(C)=O)C(OC(C)=O)C21 (configuration not stated) | 11.0%
Cc1ccc(NS(=O)(=O)c2ccc(NC(=O)N3CCCC3)cc2)cc1C | -8.2%
CCCCCCC(C)n1[nH]c(=O)c2c(C)cc(C)nc21 (configuration not stated) | 2.6%
CCOc1ccc(-n2c(SCc3nc(-c4ccccc4C)no3)nnc2-c2ccccc2)cc1 | 6.9%
CCOC(=O)c1ccc(NC(=O)CSc2nc(=O)n(CCN3CCOCC3)c3c2CCC3)cc1 | -12.9%
CCOc1ccccc1NC(=O)CSc1nnc2[nH]c(=O)cc(-c3ccccc3)n12 | -1.9%
CC(=O)c1ccc(NC(=O)NCCc2c[nH]c3ccccc23)cc1 | -8.0%
CCOc1ccc(CNC(=O)Cn2cc3c(n2)-c2c(oc(C(=O)N4CCOCC4)c2C)CC3)cc1 | 2.0%
COCCCNC(=O)CN1C(=O)COc2ccc(S(=O)(=O)N3CCCCCC3)cc21 | 1.9%
Cn1c(=O)c2c(nc(NCCCCO)n2Cc2ccccc2Cl)n(C)c1=O | 3.3%
Cc1ccc(S(=O)(=O)c2c(O)cc(C)c(NS(=O)(=O)c3ccc(Cl)cc3)c2C)cc1 | -22.8%
NC(=O)c1c(NC(=O)c2cnccn2)sc2c1CCCC2 | -2.2%
Cc1ccc(CNC(=O)C(=O)NCC(c2cccnc2)N2CCN(c3ccc(F)cc3)CC2)cc1 (configuration not stated) | 19.5%
NS(=O)(=O)c1ccc(CCNC(=O)CN2CCN(Cc3cccc4ccccc34)CC2)cc1 | 3.0%
CC(=O)c1cccc(NC(=O)CCCN2C(=O)COc3ccc(C)cc32)c1 | 5.2%
CC1=NN(c2cccc(C(=O)O)c2)C(=O)/C1=C\C=C/c1ccccc1 | 15.2%
O=C(CSc1ncccc1C(=O)O)c1cccc(C(F)(F)F)c1 | -14.6%
COc1ccc(NC(=O)C2CCCN2C(=O)OCc2ccccc2)cc1 (configuration not stated) | 7.2%
Cc1ccc(N2CC(c3nc4ccccc4[nH]3)CC2=O)c(C)c1 (configuration not stated) | -7.6%
CC1C(=O)N2CCCc3cc(NC(=O)C(=O)NCCc4ccc(F)cc4)cc1c32 (configuration not stated) | 13.3%
Cc1ccc(C(=O)CCC(=O)Nc2ncccc2O)cc1 | -6.0%
CSCCC(NC(=O)C1CCCCC1)C(=O)Nc1ccc(F)c(Cl)c1 (configuration not stated) | -0.6%
COc1cccc(-c2cc(C(=O)NCCc3ccc(OC)c(OC)c3)no2)c1 | -3.5%
Cc1ccc(-c2nc(CN3CCCCC3)cc(CN3CCCCC3)c2O)cc1 | -3.0%
N#C/C(=C\c1ccc(-c2cccc(Cl)c2)o1)C(=O)Nc1cccc(C(F)(F)F)c1 | -7.6%
COc1cccc(N2CC(NC(=O)C3CCCC3)CC2=O)c1 (configuration not stated) | -4.7%
COc1ccc(OC)c(NC(=O)c2c(NCc3cccs3)sc3c2CCCCC3)c1 | 3.2%
COc1ccc(OC)c(NC(=O)Cn2c(=O)cc(C)c3c(C)nn(-c4cccc(Cl)c4C)c32)c1 | 3.9%
Cc1nn(C)cc1C(=O)Nc1ccccc1Br | 10.7%
CC(=O)Oc1oc(-c2ccccc2)nc1C=Nc1ccc(N(C)C)cc1 | 5.5%
COc1ccc(C2(Nc3cccc(F)c3)C(=O)c3ccccc3C2=O)cc1 | 13.7%
CCOC(=O)C1=C(C)N(C)C(=S)NC1c1cc(OC)ccc1OC (configuration not stated) | 5.3%
Cc1ccc(CN2CCC(C(=O)c3ccc(F)cc3)CC2)cc1 | 2.7%
COc1ccc(N2CCN(C(=O)C3(S(=O)(=O)c4ccc(C)cc4)CC3)CC2)cc1 | -6.5%

O=C(/C=C/c1ccccc1)Oc1ccc(C(=S)N2CCOCC2)cc1
- aSyn tox rescue = 2.5%
CCOc1ccccc1NC(=O)NC(=O)N(C)S(C)(=O)=O
- aSyn tox rescue = -13.7%
Cc1cc2nc(CSc3ccccc3)cc(=O)n2[nH]1
- aSyn tox rescue = -4.8%
COCCNC(=O)c1ccc(-c2nc(CS(=O)(=O)c3ccccc3)c(C)o2)cc1
- aSyn tox rescue = -11.8%
O=C(Nc1nnc(S(=O)(=O)N2CCOCC2)s1)c1cccc(Br)c1
- aSyn tox rescue = -6.4%
CC1=CC2=NC(=O)/C(=C\c3cc(C)n(-c4ccccc4F)c3C)C(=N)N2O1
- aSyn tox rescue = 4.4%
COc1ccc(NC(=O)C(NC(=O)/C=C\c2ccc3c(c2)OCO3)c2ccc(C)cc2)cc1 (configuration not stated)
- aSyn tox rescue = -8.6%
COc1ccccc1-c1nn(CCC(=O)Nc2cccc(C(C)=O)c2)c2nc(C)cc(C)c12
- aSyn tox rescue = 3.6%
COc1ccc(N2CCN(C(=O)Cc3noc4ccc(C)cc34)CC2)cc1
- aSyn tox rescue = 4.2%
COc1ccc(C(=O)Nc2nc(-c3nnn(-c4cc(OC)ccc4OC)c3C)ns2)cc1
- aSyn tox rescue = -8.0%
COc1ccc(CCNC(=O)c2cccc(-n3c(C)nc4cccnc43)c2)cc1OC
- aSyn tox rescue = -0.1%
CCOc1ccc2nc(SCC(=O)NCc3ccccc3OC)[nH]c2c1
- aSyn tox rescue = 0.5%
Cc1cc(C(=O)NCC2CCCO2)n(-c2ccccc2)n1 (configuration not stated)
- aSyn tox rescue = -11.3%
Cc1nc2sc(C(c3ccc(Cl)cc3)N3CCN(CCO)CC3)c(O)n2n1 (configuration not stated)
- aSyn tox rescue = -5.8%
Cc1ccc(N2C(=O)Nc3cc(Cl)c(Cl)cc3N2O)cc1Cl
- aSyn tox rescue = -6.6%

O=C(CN1CCOCC1)Nc1cccc([N+](=O)[O-])c1
- aSyn tox rescue = -1.0%
CCc1c(O)nc(SCC(=O)Nc2ccc(Cl)cc2)n(-c2ccccc2)c1=O
- aSyn tox rescue = 7.4%
CCN(CC)S(=O)(=O)c1ccc2c(c1)N(CC(=O)NCCc1ccc(OC)c(OC)c1)C(=O)CO2
- aSyn tox rescue = -5.4%
CCc1ccc2oc(C(=O)NCc3ccccc3)cc(=O)c2c1
- aSyn tox rescue = -6.5%
O=C(CCS(=O)(=O)c1ccccc1)Nc1nc2c(s1)COc1ccccc1-2
- aSyn tox rescue = 4.0%
CC(Cc1c[nH]c2ccccc12)C(=O)NCc1ccco1 (configuration not stated)
- aSyn tox rescue = 0.8%
O=C(CCC(=O)N1CC2CCCN2c2ccccc21)NCc1cccc(Cl)c1 (configuration not stated)
- aSyn tox rescue = -4.9%
CCOc1ccc(CNS(=O)(=O)c2c(C(=O)N3CCCCCC3)c(C)n(C)c2C)cc1OC
- aSyn tox rescue = 4.4%
Cc1ccc(C2=NS(=O)(=O)N(C)C(C(=O)NCc3ccco3)=C2)cc1
- aSyn tox rescue = 3.5%
O=C(COC(=O)c1cc([N+](=O)[O-])ccc1N1CCOCC1)c1ccccc1
- aSyn tox rescue = 14.2%
COc1ccc(NC(=O)c2sc3nc(-c4cc5ccc(OC)cc5oc4=O)[nH]c(=O)c3c2C)cc1
- aSyn tox rescue = -8.1%
Cc1cc(NC(=O)c2ccc(NC(=O)CCS(=O)(=O)c3cccs3)cc2)ccc1Br
- aSyn tox rescue = -3.7%
Cc1nc2ccccc2nc1N/N=C/c1ccc(O)cc1O
- aSyn tox rescue = 17.5%
COc1ccc2c(C)c(CC(=O)NCc3ccccc3Cl)c(=O)oc2c1OC
- aSyn tox rescue = -7.6%
CCc1nn2c(=O)cc(COC(=O)Cc3ccccc3)nc2s1
- aSyn tox rescue = -1.4%

Cc1noc(C(=O)Nc2cccc(O)c2)c1Cl
- aSyn tox rescue = -11.0%
COc1ccc(-c2cc(C(F)(F)F)n3nc(C(=O)Nc4cccc(Cl)c4Cl)cc3n2)cc1OC
- aSyn tox rescue = -1.2%
Cc1cccn2c(=O)cc(COc3ccc(NC(=O)C(C)C)cc3)nc12
- aSyn tox rescue = -7.6%
CC(C)(C)C(=O)Nc1ccc2nc(SCc3ccccc3)sc2c1
- aSyn tox rescue = 5.9%
c1csc(CNc2nc(-c3cccs3)nc3ccccc23)c1
- aSyn tox rescue = -2.0%
Cc1ccccc1Nc1nn2c(=O)c3ccc(C(=O)NCc4cccs4)cc3nc2s1
- aSyn tox rescue = -4.2%
COc1ccc(CCN(C)C(=O)CSc2ncnc3sccc23)cc1OC
- aSyn tox rescue = 5.0%
COC(=O)c1c(NC(=O)c2cc3ccccc3c(=O)o2)sc2c1CCCC2
- aSyn tox rescue = -5.4%
Cc1ccccc1NS(=O)(=O)c1ccc2[nH]cc(C(=O)N3CCCCC3)c(=O)c2c1
- aSyn tox rescue = 2.0%
CCCCN1C(=O)C(CC(=O)NCc2ccco2)CC(C(=O)N(CC)CC)=C1C (configuration not stated)
- aSyn tox rescue = -2.3%
CCc1ccc(N2CCn3c2nc2c3c(=O)n(CCc3ccccc3)c(=O)n2C)cc1
- aSyn tox rescue = -8.9%
O=[N+]([O-])c1ccc(S(=O)(=O)N2CCN(c3ccccn3)CC2)cc1
- aSyn tox rescue = -0.2%
CN1CCN(C(c2cccc(Br)c2)c2sc3nc(-c4ccco4)nn3c2O)CC1 (configuration not stated)
- aSyn tox rescue = 4.9%
COc1ccc(CC(=O)N2CCc3cc(OC)c(OC)cc3C2COc2ccc(OC)cc2)cc1 (configuration not stated)
- aSyn tox rescue = 0.4%
Cc1cccc(NC(=O)C2CCN(S(=O)(=O)c3ccc(Cl)cc3)CC2)n1
- aSyn tox rescue = -10.3%

COc1ccc(N2C(=O)C(CC(=O)Nc3ccc(Cl)cc3)N(Cc3ccc4c(c3)OCO4)C2=O)cc1 (configuration not stated)
- aSyn tox rescue = -3.5%
COc1ccc(N(C(=O)COc2ccc(Br)cc2)S(=O)(=O)c2ccc(C)cc2)cc1
- aSyn tox rescue = -13.4%
C=CC[n+]1ccc2ccccc2c1C
- aSyn tox rescue = -4.7%
CCN(CC)CCCNC(=O)c1cn(C)c2ccc(S(=O)(=O)N(C)C3CCCCC3)cc2c1=O
- aSyn tox rescue = -8.6%
Cc1cccc(C(=O)OC2CCOC2=O)c1O (configuration not stated)
- aSyn tox rescue = -3.7%
COc1ccc(C2c3[nH]c4ccccc4c3CCN2CCCn2cccn2)c(C)c1C (configuration not stated)
- aSyn tox rescue = -9.0%
COCCn1c(SCc2ccccc2F)nc2ccccc2c1=O
- aSyn tox rescue = 7.4%
O=C(CN1CCCCCC1)Nc1ccccc1C(=O)Nc1ccccc1
- aSyn tox rescue = -10.2%
Cc1ccccc1C(=O)NC(=O)Nc1ccc(-n2nc(C(F)(F)F)cc2C(F)(F)F)cc1
- aSyn tox rescue = -5.7%
Cc1cc(/C=N/NC(N)=S)c(O)c(/C=N/NC(N)=S)c1
- aSyn tox rescue = -6.0%
COc1cc(C2C(C(=O)c3ccco3)=C(O)C(=O)N2CC2CCCO2)ccc1O (configuration not stated)
- aSyn tox rescue = -6.6%
O=C1c2ccccc2-c2cccc(C(=O)N3CCCCC3)c21
- aSyn tox rescue = 4.7%
O=C(Nc1ccc(F)c(F)c1)c1cc(S(=O)(=O)NC2CCCC2)ccc1F
- aSyn tox rescue = -1.5%
CCCCn1c(N)c(N(CC)C(=O)c2ccc(N3CCCC3=O)cc2)c(=O)[nH]c1=O
- aSyn tox rescue = 2.4%
Cc1ccccc1CNC(=O)c1oc2c(c1C)-c1[nH]ncc1CC2
- aSyn tox rescue = 7.0%

COC(=O)c1ccccc1NC(=O)c1cc(C)nc2c1c(C)nn2-c1ccc(C)cc1
- aSyn tox rescue = -1.3%
CCc1ccc(S(=O)(=O)Nc2c(C)nc3nc[nH]n3c2=O)cc1
- aSyn tox rescue = 1.7%
Cc1ccc(S(=O)(=O)N(CC(O)Cn2c3ccccc3c3ccccc32)c2cccc(C(N)=O)c2)cc1 (configuration not stated)
- aSyn tox rescue = -5.4%
O=c1[nH]c(C2CCN(S(=O)(=O)c3ccc(S(=O)(=O)NC4CC4)cc3)CC2)nc2c1nnn2Cc1cccc(F)c1
- aSyn tox rescue = -3.6%
